Screening results as filed in PubChem.
M1 ag parental = counter-screen for M1 agonists: effect in parental CHO-K1 cells; Fluo-8 calcium fluorescence; scaled to maximal ATP response, vehicle zero; activation, % at 3 µM; hit rate 0.48% among 360,000; AID 602248, 2012; in the data active = activation above about 15%;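 note: untransfected CHO-K1 host cells lacking M1 receptor as counterscreen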
TAAR1 ag = human TAAR1 agonists, primary screen, Fluo-8 calcium fluorescence, CHO RD-HGA16 cells | AID 624467, 2012 | hit rate 0.99% among 360,000 | Trace amine-associated receptor 1 (Homo sapiens), Q96RJ0 | activation, % at 3 µM | vehicle wells 0%, saturating PEA agonist 100%;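 active = activation above the mean activation of all test compounds in the run plus 3 SD, cut at about 38% in these data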
Target sequence (Q96RJ0 whole entry, looked up): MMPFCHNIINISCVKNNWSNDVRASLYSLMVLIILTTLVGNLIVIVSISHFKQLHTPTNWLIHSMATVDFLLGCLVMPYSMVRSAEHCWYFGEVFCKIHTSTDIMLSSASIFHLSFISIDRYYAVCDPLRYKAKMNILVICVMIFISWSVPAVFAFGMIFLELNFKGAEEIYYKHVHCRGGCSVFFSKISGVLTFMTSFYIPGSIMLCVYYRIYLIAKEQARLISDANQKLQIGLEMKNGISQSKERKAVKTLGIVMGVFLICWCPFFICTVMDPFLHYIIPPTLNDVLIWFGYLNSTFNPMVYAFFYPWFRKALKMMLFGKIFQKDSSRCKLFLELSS
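test system = CHO RD-HGA16 cells carrying human TAAR1 plus Gα16 | schedule = 17-24 h seeding, 75 min 37 °C dye, 30 min RT | compound dosing = 3 µM single concentration | control set = DMSO and PEA EC100 | replicates = n 1 | signal = Fluo-8 fluorescence, 5 s baseline then 140 s kinetic read | measure = percent activation vs PEA EC100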
CHO parental Ca = ATP-evoked calcium signal inhibitors, parental CHO, primary screen, counter-screen for OX1R antagonist project, cell-based, fluorescence, Fluo-8 calcium dye; AID 463079, 2010; inhibition, % at 5.6 µM; parental CHO-K1, ATP-induced calcium, Fluo-8 fluorescence; hit rate 0.63% among 330,000;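 active = inhibition above that plate's mean sample inhibition plus 3 SD, cut at about 26% in these data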;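 note: 0% = ATP-challenged DMSO wells and 100% = DMSO wells without ATP; some compounds past the cut are filed as inactive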
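Test system: untransfected parental CHO cell line. Compound: one dose, 5.6 µM nominal. Detection: intracellular calcium via Fluo-8 no-wash fluorescent dye. Measure: % inhibition. Benchmarks: ATP-challenged DMSO wells low, unchallenged DMSO wells high.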
CHO-K1 Ca antag = M1 antagonist counterscreen hit in parental CHO-K1 cells; inhibition, % at 3 µM; hit rate 0.6% among 360,000; ATP-induced calcium, Fluo-8 fluorescence;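 active = inhibition above a per-plate cutoff, the plate's mean sample inhibition plus 3 SD, cut at about 24% in these data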;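 note: 0% = DMSO plus EC80 ATP and 100% = DMSO alone without ATP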
TAAR1 antag = human TAAR1 antagonists, primary screen, Fluo-8 calcium fluorescence, CHO RD-HGA16 cells | antagonist | inhibition, % at 3 µM | AID 624466, 2012 | Trace amine-associated receptor 1 (Homo sapiens), Q96RJ0 | hit rate 1.5% among 360,000;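 active = inhibition above a per-plate cutoff, the mean inhibition of test compounds on that plate plus 3 SD, cut at about 49% in these data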;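 note: 0% = DMSO plus EC80 beta-PEA response and 100% = DMSO alone without agonist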
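Test system: RD-HGA16 CHO cells with stable hTAAR1 and Gα16 / Probe or stimulus: EC80 β-phenethylamine stimulus / Times: seeding 17-24 h prior, 75-min 37 °C, 30-min RT dye loading / Detection: Fluo-8 calcium-sensitive fluorescence / Read-out basis: % inhibition scaled between DMSO and EC80 PEA controls / Repeats: singlicate, one well per test compound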
OXTR potentiate = human OXTR potentiators, primary screen, fluorescence, CHO-OTR cells, Fluo-8 calcium. Fluo-8 calcium fluorescence, potentiator mode; 0% = oxytocin EC15, 100% = EC100. activation, % at 3 µM. hit rate 0.061% among 320,000;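 active = activation above that plate's cutoff, the mean activation of tested compounds plus 3 SD, cut at about 6.6% in these data, passing the limit was not always enough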;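 note: 100% uses oxytocin at 75 nM as the full agonist control; some results filed as inactive read as strong as hits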
Target sequence (P30559 whole entry, looked up): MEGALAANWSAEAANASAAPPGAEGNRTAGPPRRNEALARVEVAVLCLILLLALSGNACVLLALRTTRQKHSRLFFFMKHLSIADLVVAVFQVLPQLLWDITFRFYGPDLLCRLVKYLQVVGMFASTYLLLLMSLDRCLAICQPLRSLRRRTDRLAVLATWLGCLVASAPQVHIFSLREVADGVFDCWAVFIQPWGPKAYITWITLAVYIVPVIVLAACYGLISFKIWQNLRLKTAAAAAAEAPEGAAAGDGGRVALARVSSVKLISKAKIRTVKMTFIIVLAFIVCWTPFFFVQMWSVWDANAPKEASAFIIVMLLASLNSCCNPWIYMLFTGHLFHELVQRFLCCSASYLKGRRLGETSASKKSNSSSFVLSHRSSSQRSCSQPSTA
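Assay system: CHO-OTR cells, human receptor / Also added: oxytocin at about EC15, sub-maximal agonist stimulus / Dosing: single dose, 3.0 µM nominal final compound concentration / Incubation: 6 min pre-incubation, 100 s read / Technique: Fluo-8 calcium dye fluorescence / Read-out: % activation vs EC15 and EC100 oxytocin / Benchmarks: EC15 oxytocin low, 75 nM oxytocin high / Replicates: singlicate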
M1 PAM parental = nonselective calcium activators in parental CHO-K1 cells, primary screen, counter-screen for M1 PAM project, cell-based, Fluo-8 calcium fluorescence, full deck, 1536-well; ATP EC20; 0% at ATP EC20, 100% at ATP max; hit rate 0.02% among 360,000; AID 602247, 2012; activation, % at 3 µM;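 active = activation above the run cutoff, the mean activation of all test compounds plus 3 SD, cut at about 40% in these data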;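 note: peak over basal fluorescence ratio in a 140 s read after ATP addition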
CHRM1 agonist = human M1 muscarinic receptor agonists, primary screen, Fluo-8 calcium fluorescence, CHO-K1 cells, HTS; Muscarinic acetylcholine receptor M1 (Homo sapiens), P11229; CHO-K1 hM1, agonist mode; 0% DMSO, 100% acetylcholine EC100; activation, % at 3 µM; hit rate 0.33% among 360,000;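 active = activation above the run's mean compound activation plus 3 SD, cut at about 16% in these data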;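 note: peak over basal fluorescence ratio within a 140 s kinetic read after compound addition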
M1 antag = human M1 muscarinic receptor antagonists, primary screen, CHO-K1 cells, Fluo-8 calcium fluorescence, 1536-well | CHO-K1 hM1, ACh EC80 antagonist | Muscarinic acetylcholine receptor M1 (Homo sapiens), P11229 | hit rate 1.3% among 360,000 | inhibition, % at 3 µM;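 active = percent inhibition above its own plate's cutoff, namely the mean of that plate's compound wells plus 3 SD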;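 note: peak over basal fluorescence ratio during 140 s after agonist addition; 0% = ACh EC80 plus DMSO and 100% = DMSO alone without agonist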
An asterisk follows results filed as active; x = not tested or not shown. No enrichment for hits; 4.2% or so of the library scored in one or more.

1. Cc1cc(Nc2cc(F)ccc2C)n2ncnc2n1
2. O=c1[nH]c(CN2CCN(CCO)CC2)nc2ccccc12
3. Cc1c(Cl)cccc1NS(=O)(=O)c1ccccc1
4. O=C(N/N=C/c1ccccn1)c1cc(Br)ccc1O
5. CC(NC(=O)c1cccnc1)C(c1cccs1)N1CCOCC1 (stereo not given)
6. O=C(C1CCN(S(=O)(=O)c2cccc3nsnc23)CC1)N1CCCCC1

Screen / compound no.	1	2	3	4	5	6
M1 ag parental	0.2	3.2	0.5	1.9	0.6	0.7
TAAR1 ag	1	13	1	11	0	2
CHO parental Ca	-10	-4	x	x	-6	-2
CHO-K1 Ca antag	6	0	-13	1	-12	-9
TAAR1 antag	-20	-1	-23	11	5	2
OXTR potentiate	-5	-4	x	x	-4	-17
M1 PAM parental	0	12	22	13	-4	-2
CHRM1 agonist	-4	-2	-5	2	-2	-1
M1 antag	-6	7	-10	-2	1	-5

7. CCOc1ccc(CN(CCO)CCO)cc1[N+](=O)[O-]
8. COc1ccc(S(=O)(=O)N2CCNC(=O)C2)cc1Br
9. COc1ncnc2sc(-c3ccccc3)cc12
10. CCCCC(O)(CCCC)C(=O)NN(C(=O)c1cccnc1Cl)c1ccccc1
11. CCOC(=O)C1CCCN(C(=O)c2ccccc2NS(=O)(=O)c2ccc(F)cc2)C1 (stereo not given)
12. COc1ccc(N2CC(C(=O)N[C@H](C(=O)NC(C)c3ccccc3)C(C)C)CC2=O)cc1 (stereo not given in full)

Screen / compound no.	7	8	9	10	11	12
M1 ag parental	-0.1	0.1	0.1	0.3	0.6	0.1
TAAR1 ag	2	4	-1	-2	2	-1
CHO parental Ca	-3	7	0	-32	-11	-10
CHO-K1 Ca antag	-4	2	-4	-13	-14	-7
TAAR1 antag	-1	-10	-10	3	2	-25
OXTR potentiate	2	-22	-4	-10	-5	-1
M1 PAM parental	17	15	6	9	10	6
CHRM1 agonist	-4	-1	-7	-5	14	-3
M1 antag	-5	-6	0	-11	-16	5

13. CC(=O)N1CCN(c2ccc(NC(=O)c3ccc4c(c3)OCO4)cc2)CC1
14. COC(=O)c1ccccc1NC(=S)NC(=O)C1CC1
15. COc1ccc(OC)c(CN2CCN(S(=O)(=O)c3ccccc3)CC2)c1
16. Cc1cc(Cl)c2oc(C(=O)N3CCN(c4cnccn4)CC3)c(C)c2c1
17. CN1CCN(CCCNC(=O)c2ccc3c(c2)N(Cc2ccccc2)CCS3)CC1
18. CCCCc1cn(C[C@H]2CC[C@@H]([C@@H]3CC[C@H](Cn4cc(CCCC)nn4)O3)O2)nn1

Screen / compound no.	13	14	15	16	17	18
M1 ag parental	0.1	1.2	0.4	2.2	0.0	-0.2
TAAR1 ag	8	1	3	3	1	12
CHO parental Ca	13	-9	-25	x	-17	-19
CHO-K1 Ca antag	-6	-21	-6	-19	-3	0
TAAR1 antag	2	6	3	24	-15	-14
OXTR potentiate	-2	2	3	x	-4	-14
M1 PAM parental	14	20	17	20	5	-7
CHRM1 agonist	-1	-4	-4	1	-13	-8
M1 antag	-5	-13	-17	3	-9	-1

19. CC(OC(=O)Cn1c(C(F)(F)F)nc2ccccc21)C(=O)N1CCCc2ccccc21 (stereo not given)
20. O=C(N/N=C/c1ccoc1)c1ccc(Cl)cc1Cl
21. O=C1NC2(CCCCC2)NN1c1ccccc1
22. Cc1cccc2cc(C#N)c(NCc3ccccc3)nc12
23. Cc1cc(NC(=O)C2CC2)ncc1NC(=O)c1ccccn1
24. Cc1ccc(CCC(=O)Nc2nccs2)o1

Screen / compound no.	19	20	21	22	23	24
M1 ag parental	0.2	0.4	1.5	2.0	0.8	0.8
TAAR1 ag	4	0	-1	3	6	7
CHO parental Ca	-11	-5	6	-13	0	-3
CHO-K1 Ca antag	-4	4	-1	-11	-2	-21
TAAR1 antag	16	-27	0	-11	-9	9
OXTR potentiate	-2	-12	-3	-15	-6	-6
M1 PAM parental	15	0	20	21	9	14
CHRM1 agonist	-4	-2	-4	-6	-7	-1
M1 antag	-12	-3	-9	0	-5	4

25. CC(C)OC(=O)c1ccc2ccc(-c3ccccc3)nc2c1
26. CCN(CC)C(=O)c1[nH]cnc1C(=O)N[C@@H](CCCCNC(=O)OC(C)(C)C)C(=O)OC(C)(C)C
27. CC[C@@]1(C(=O)OC)N[C@H](CN(C)C(=O)NC(C)C)[C@@H]2C(=O)N(Cc3ccccc3)C(=O)[C@@H]21
28. CCNc1nc(-c2ccc(Cl)cc2)cs1
29. COCCNC(=O)COc1coc(CN2CCN(Cc3ccccc3)CC2)cc1=O
30. COc1ccc2oc(-c3ccc(C)c(NC(=O)c4ccc(N5CCOCC5)c([N+](=O)[O-])c4)c3)nc2c1

Screen / compound no.	25	26	27	28	29	30
M1 ag parental	-0.3	1.1	-0.1	-0.5	0.5	0.4
TAAR1 ag	2	4	1	10	3	10
CHO parental Ca	x	-25	-2	-18	6	-20
CHO-K1 Ca antag	-12	-1	2	-6	-4	0
TAAR1 antag	-5	6	1	-5	-11	16
OXTR potentiate	x	-11	0	-18	2	-5
M1 PAM parental	-1	8	7	2	7	-9
CHRM1 agonist	-4	-1	-2	-5	-5	-1
M1 antag	-23	-5	-11	3	-7	10

31. Cn1c(SCC(=O)Nc2ccc3c(c2)oc2ccccc23)nnc1-c1ccccc1
32. O=C(NCCSCc1ccco1)c1ccc(CN2CCOCC2)cc1
33. COc1ccc(OCCCC(=O)Nc2nnc(C3CCCO3)s2)cc1 (stereo not given)
34. COC(=O)CN1C(=S)N(C)C(=O)/C1=C/c1cccs1
35. COc1ccc(/C=C/C(=O)O)cc1S(=O)(=O)N1CCC(Cc2ccccc2)CC1
36. CC(=O)Nc1ccc(S(=O)(=O)NCc2cccnc2)cc1

Screen / compound no.	31	32	33	34	35	36
M1 ag parental	0.1	0.0	0.9	0.9	0.1	0.4
TAAR1 ag	7	11	1	0	-2	1
CHO parental Ca	-14	0	-16	2	-8	-3
CHO-K1 Ca antag	-12	-14	-4	-5	-2	-8
TAAR1 antag	-2	-4	4	-18	10	-16
OXTR potentiate	2	-5	-10	-2	-3	-3
M1 PAM parental	-3	4	-7	6	-4	8
CHRM1 agonist	-2	-10	-1	-11	-2	0
M1 antag	-14	-9	-1	-1	1	-2

37. C=CCc1ccccc1OCC(O)CN(CC)CC (stereo not given)
38. Cc1cc(=O)oc(C)c1C(=O)Nc1cccnc1Cl
39. O=C(NNC(=O)C1CC=CCC1)c1ccccc1O (stereo not given)
40. CC(C)CNC(=O)C1CCN(c2ccc(S(=O)(=O)N3CCOCC3)cc2)CC1
41. CCN(CC)S(=O)(=O)c1cc(NC(=O)[C@@H](NC(N)=O)C(C)C)ccc1C
42. CCOc1cc(C(=O)OC(C)C(=O)Nc2ccc(S(N)(=O)=O)cc2)ccc1OCC(=O)N1CCOCC1 (stereo not given)

Screen / compound no.	37	38	39	40	41	42
M1 ag parental	0.8	0.4	0.4	2.1	0.4	0.3
TAAR1 ag	2	8	5	4	2	1
CHO parental Ca	-8	-20	-5	-5	4	-3
CHO-K1 Ca antag	-15	1	-4	-10	-10	-2
TAAR1 antag	11	-9	6	-3	-11	5
OXTR potentiate	-4	-2	-7	-1	-9	1
M1 PAM parental	6	-12	9	16	15	-2
CHRM1 agonist	-8	-1	0	-7	-5	-3
M1 antag	-36	-4	-8	-1	6	-7

43. CCC1=NN2C(=N)/C(=C/c3ccc(OS(=O)(=O)c4ccccc4)c(OC)c3)C(=O)N=C2S1
44. COC(=O)C(NC(=O)CN1C(=O)c2ccccc2C1=O)c1ccc(O)c(OC)c1 (stereo not given)
45. Cc1ccc(/S(C)=N/S(=O)(=O)c2ccc(C)cc2)cc1 (stereo not given)
46. COC(=O)C1(CCSC)NC(c2ccccc2F)C2C(=O)N(c3ccc4c(c3)OCCO4)C(=O)C21 (stereo not given)
47. Cn1ccnc1C(=O)c1cc(SCC(=O)NC2CC2)nc2ccccc12
48. c1ccc2c(c1)-c1nc3ccccc3cc1C2N1CCCCC1 (stereo not given)

Screen / compound no.	43	44	45	46	47	48
M1 ag parental	0.8	0.8	-0.1	3.8	1.1	1.2
TAAR1 ag	-2	1	12	8	-1	2
CHO parental Ca	-11	-6	-1	-17	-1	x
CHO-K1 Ca antag	-14	-8	1	-11	-11	-6
TAAR1 antag	2	-5	-21	23	-5	-15
OXTR potentiate	-6	6	-5	0	-4	x
M1 PAM parental	-10	11	14	17	23	5
CHRM1 agonist	-1	-3	1	1	0	-6
M1 antag	-2	4	-28	1	-2	-5

49. Cc1ccc2nc(-c3ccc(SCC(=O)Nc4cc(C)on4)nc3)[nH]c2c1
50. O=C(C1=C[C@@H](c2ccc(C(F)(F)F)cc2)C[C@@H](OCc2ccc(CO)cc2)O1)N1CCN(Cc2ccccc2)CC1
51. Cc1cc(C)n(CC(=O)NNC(=O)COc2ccc(F)cc2Br)n1
52. OC1(c2cccnc2)CCN(Cc2nnnn2Cc2ccccc2)CC1
53. CCOC(=O)c1sc(NC(=O)c2ccc(CC)s2)nc1C

Screen / compound no.	49	50	51	52	53
M1 ag parental	-0.6	4.6	0.4	0.5	-0.4
TAAR1 ag	13	3	4	0	13
CHO parental Ca	-29	-19	-9	-5	-9
CHO-K1 Ca antag	2	-23	5	-8	0
TAAR1 antag	-12	36	-13	4	-6
OXTR potentiate	-8	-4	2	4	-6
M1 PAM parental	3	26	-8	7	4
CHRM1 agonist	-6	-5	-1	-4	-5
M1 antag	-7	9	-1	-11	-3

Part of the list above with just CHO parental Ca and CHO-K1 Ca antag:
nr	SMILES	CHO parental Ca	CHO-K1 Ca antag
51	Cc1cc(C)n(CC(=O)NNC(=O)COc2ccc(F)cc2Br)n1	-9	5
52	OC1(c2cccnc2)CCN(Cc2nnnn2Cc2ccccc2)CC1	-5	-8
53	CCOC(=O)c1sc(NC(=O)c2ccc(CC)s2)nc1C	-9	0
